# Screening data: PubChem BioAssay, several laboratories
# PRMT1 FP inh – inhibitors of human PRMT1 | Q99873 | recombinant PRMT1, activity-based probe fluorescence polarization | inhibition, % at 2.79 µM | 370,000 tested, 1.3% active | AID 652257;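 active means inhibition above about 21% made by adding two undisclosed values, limit read from the data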
# TCR CD3 inh – blocks the human TCR-CD3 interaction; inhibition, % at 9.4 µM; AID 651800; TAMRA-labeled TCR probe fluorescence, biochemical; 360,000 tested, 0.37% active; in the data active means inhibition above about 19%;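 further: recombinant mutant TCR 2C K166C tagged with TAMRA read by polarization; 0% = receptor in buffer alone and 100% = receptor with positive control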
# TDP2 absorb – TDP2 (human) inhibition, absorbance primary screen | O95551 | recombinant TDP2, T5PNP hydrolysis, p-nitrophenol absorbance 415 nm | 370,000 tested, 0.34% active | inhibition, % at 12.8 µM | AID 720702;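 active means inhibition above the mean of all tested compounds plus 3 SD, set per campaign, cut at about 25% in these data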;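 further: 0% = DMSO with enzyme and 100% = buffer with substrate but no TDP2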
#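 Test system: human TDP2 enzyme; Input: 120 nM TDP2 per well; Buffer or medium: Mg2+-containing Tris-HCl buffer, pH 7.5; Reagent: 5 mM T5PNP; Dosing: 12.8 µM single point, 1% DMSO; Incubation: reaction 2 h, 37 °C; Detection: p-Nitrophenol epi absorbance; Read-out: % inhibition relative to enzyme-containing and enzyme-free wells; Replicates: single well per compound.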
# MBD2 DNA inh – blocks human MBD2 binding to methylated DNA; AID 686964; TR-FRET, MBD2 binding to methylated oligonucleotide; Q9UBB5; 370,000 tested, 0.31% active; inhibition, % at 4.4 µM; in the data active means inhibition above about 13%
# LEDGF integ inh – blocks HIV-1 LEDGF/p75-dependent DNA integration | TR-FRET IN-LEDGF/p75 DNA integration, Eu/Cy5 | inhibition, % at 3.7 µM | 370,000 tested, 0.64% active;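 active means inhibition above the screen-wide mean plus 3 SD, cut at about 13% in these data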;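 further: signal is the Cy5 over europium emission ratio at 671 and 618 nm; 0% = plate median of compound wells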
# HTRA1 inh – blocks human HTRA1 serine peptidase; recombinant HTRA1, FP-rhodamine activity-based probe, fluorescence polarization; inhibition, % at 5.96 µM; 340,000 tested, 0.5% active; in the data active means inhibition above about 36%;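 further: 0% = enzyme with DMSO and 100% = wells lacking enzyme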
# Target sequence (Q92743 whole entry, looked up): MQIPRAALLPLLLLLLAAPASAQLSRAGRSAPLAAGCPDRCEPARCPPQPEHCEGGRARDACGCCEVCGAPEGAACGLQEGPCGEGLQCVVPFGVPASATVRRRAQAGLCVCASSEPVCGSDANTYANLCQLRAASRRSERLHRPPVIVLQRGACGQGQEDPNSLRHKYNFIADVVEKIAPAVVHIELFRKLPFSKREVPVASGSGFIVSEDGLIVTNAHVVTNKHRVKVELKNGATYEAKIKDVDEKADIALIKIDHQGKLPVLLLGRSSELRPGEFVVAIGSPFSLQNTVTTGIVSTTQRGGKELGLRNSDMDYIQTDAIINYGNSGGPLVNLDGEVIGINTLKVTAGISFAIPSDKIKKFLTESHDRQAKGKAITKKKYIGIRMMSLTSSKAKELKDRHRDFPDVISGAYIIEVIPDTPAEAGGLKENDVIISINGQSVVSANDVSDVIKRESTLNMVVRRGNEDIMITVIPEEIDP
# GC-B act – GC-B (human) receptor activation; 370,000 tested, 0.11% active; AID 1920062; activation, % at 10 µM; P20594; HEK293-GC-B cells, CNP EC30, cGMP TR-FRET; 0% at EC30 CNP, 100% saturating CNP;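 active means activation at 10 µM reaching about 35% in either raw or pattern-adjusted values, limit read from the data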
# SIAE inh – human SIAE inhibition, primary screen. Q9HAT2. SIAE FP-Rh probe binding, fluorescence polarization. inhibition, % at 9.66 µM. 370,000 tested, 0.69% active;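 active means inhibition above a cutoff: mean of compounds within the control limits plus 3 SD of those, cut at about 17% in these data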;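 further: 0% = plate median of compound wells and 100% = probe without SIAE protein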
# Target sequence (Q9HAT2 whole entry, looked up): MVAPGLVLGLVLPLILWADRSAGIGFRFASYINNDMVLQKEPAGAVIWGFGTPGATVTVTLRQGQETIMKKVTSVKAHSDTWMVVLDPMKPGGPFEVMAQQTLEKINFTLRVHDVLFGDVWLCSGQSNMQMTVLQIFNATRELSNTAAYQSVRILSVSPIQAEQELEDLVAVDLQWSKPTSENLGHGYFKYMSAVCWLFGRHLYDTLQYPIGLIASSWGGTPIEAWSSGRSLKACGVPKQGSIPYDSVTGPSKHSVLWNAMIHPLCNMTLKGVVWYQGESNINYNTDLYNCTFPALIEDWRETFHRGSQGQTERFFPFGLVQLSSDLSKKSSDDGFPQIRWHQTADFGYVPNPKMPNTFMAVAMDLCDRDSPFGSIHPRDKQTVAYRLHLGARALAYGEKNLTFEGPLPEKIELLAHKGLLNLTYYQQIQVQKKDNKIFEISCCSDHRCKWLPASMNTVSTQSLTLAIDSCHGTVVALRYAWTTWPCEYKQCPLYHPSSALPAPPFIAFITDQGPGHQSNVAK
# rCAG RNA binder – binds r(CAG) RNA repeats. r(CAG) RNA repeat, TO-PRO-1 dye displacement fluorescence. inhibition, % at 3 µM. 370,000 tested, 1.3% active;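 active means inhibition above the plate cutoff, the mean of all test compounds on that plate plus 3 SD, cut at about 35% in these data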;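 further: 0% = DMSO alone and 100% = 100 µM mitoxantrone as full dye displacement; higher means more dye released from RNA so lower well fluorescence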
# mABHD4 FP – ABHD4 (mouse) inhibition, primary FP screen; inhibition, % at 8.92 µM; purified mABHD4, FP-Rh probe fluorescence polarization; AID 720543; Q8VD66; 370,000 tested, 0.54% active;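 active means inhibition exceeding the mean over every tested compound plus 3 SD, cut at about 30% in these data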;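 further: 0% = plate median of compound wells and 100% = S159A mutant with DMSO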
#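 Assay system: Wild-type mouse ABHD4 protein | Medium: HEPES pH 7.0 buffer, 150 mM NaCl, 0.01% Pluronic F-127 | Incubation: Enzyme–compound pre-incubation 45 min, then probe 60 min, both 25 °C | Technique: Fluorescence polarization with parallel and perpendicular emission, 525/598 nm | Evaluation: % inhibition of FP-Rh probe binding versus controls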
# Numbers without * were called inactive; / = not tested or not shown. Not all compounds are listed; the hit share may differ from the screen's.
SMILES,PRMT1 FP inh,TCR CD3 inh,TDP2 absorb,MBD2 DNA inh,LEDGF integ inh,HTRA1 inh,GC-B act,SIAE inh,rCAG RNA binder,mABHD4 FP
COc1cc(OC)c(C2=NOC(C(=O)Nc3cc(C)nn3-c3ccccc3)C2)cc1Cl (stereo not given),-1.1,0.1,16.7,-1.1,-3.0,-6.2,-1.3,-2.5,-6.1,3.2
CCCCOC(=O)Nc1ccc(S(=O)(=O)Nc2ccc([N+](=O)[O-])cc2)cc1,0.3,4.5,-1.1,-0.8,-2.4,-30.1,0.8,-5.0,50.9*,-7.6
CCOC(=O)N1CCC(N2Cc3cccc(C(=O)N4CCN(c5cccc(C)c5C)CC4)c3C2=O)CC1,-1.9,5.1,-1.7,1.2,0.2,-11.9,2.8,2.4,-0.8,-5.6
CC(C)n1cc(CN2CCCC(C(=O)Nc3ccccc3Oc3cccnc3)C2)cn1 (stereo not given),-2.1,4.2,-2.0,-0.9,-1.8,1.9,1.1,8.7,-10.7,0.4
CCc1cccc(C)c1NC(=O)C1CC(=O)N(C2CCCC2)C1 (stereo not given),0.1,-7.5,7.0,4.7,1.0,6.1,-6.3,-6.0,-0.8,-1.9
CCCc1nnc(NC(=O)CS(=O)(=O)c2ccccc2)s1,0.5,29.6*,-5.3,-9.2,-2.0,-1.7,2.3,-4.7,4.0,-2.7
COc1cc(C2N(c3ccccc3)CCN2c2ccccc2)cc(OC)c1OC,5.8,-6.9,-5.2,8.4,-1.1,15.0,-6.8,-1.0,1.2,-3.8
c1ccc(NC2=NCCN2CCC2CCCCC2)cc1,-1.6,-2.6,-8.6,-2.3,1.4,-2.3,-6.5,-3.1,3.7,5.5
O=C(CCc1ccc(S(=O)(=O)NC2CCCCC2)cc1)NCc1ccc(Cl)cc1,0.4,7.0,1.3,-0.5,0.4,0.9,-0.3,5.0,-4.4,-7.7
C(=C\c1nc(N2CCCCCC2)c2ccccc2n1)/c1ccccc1,4.5,-6.7,2.6,1.6,-2.5,-63.1,-1.0,-17.5,4.0,0.7
CCCS(=O)(=O)N1CCC(C(=O)NCCCN(C)Cc2ccccc2)CC1,-4.3,1.1,-0.8,-1.7,-0.4,6.6,1.6,-3.3,-2.7,-2.0
CC(C)(CO)N=C1NS(=O)(=O)c2cc([N+](=O)[O-])ccc21,-0.3,-2.5,7.6,-0.9,-0.7,8.7,5.2,-8.3,-3.2,5.3
C[C@H]1CN([C@@H](C)CO)C(=O)CCCn2cc(nn2)CO[C@@H]1CN(C)C(=O)Nc1ccc(F)cc1,1.7,8.3,0.7,-4.1,-2.2,3.3,-0.1,3.7,1.1,-0.2
CC(C)C[C@]1(c2ccccc2)ON(c2ccccc2C(F)(F)F)C1=O,-1.6,5.1,8.7,-1.5,1.4,-5.7,5.8,6.3,-0.4,-0.7
Cc1ccc(-c2csc3nc4cc(C(=O)NC5CCC(O)CC5)ccc4c(=O)n23)cc1 (stereo not given),1.0,3.7,12.7,13.8*,1.1,-2.2,3.0,-12.7,4.6,6.5
CN1C2C=C3C(C#N)=C(N)C(C#N)(C#N)[C@H](c4c(F)cccc4F)[C@H]3C1CC2 (stereo not given in full),11.7,10.4,19.5,-8.1,0.2,-1.4,-2.8,7.0,-1.0,15.6
O=C(c1noc2c1CCc1ccccc1-2)N1CCCc2ccccc21,2.9,-2.7,-12.6,-5.8,3.3,-15.7,-6.4,8.5,-0.9,-5.8
CCOc1ccc(NC(=S)Nc2cc(OC)c(Cl)cc2OC)cc1,0.0,2.2,3.1,-1.8,-6.1,-3.5,-3.9,8.9,-0.8,10.5
CC1=C(C(=O)N2CCOCC2)C(c2ccc(OC(F)F)cc2)NC(=S)N1c1ccccc1 (stereo not given),-1.5,-5.1,11.3,3.6,-1.0,3.5,-1.1,4.9,-2.0,5.7
O=C(Nc1ccc(-c2nc3ccccc3o2)c(O)c1)c1cc(-n2cnnc2)ccc1Cl,2.2,-10.7,3.6,4.7,-16.4,-21.0,-2.2,-23.4,15.9,-28.1
CNC(=O)NC(=O)CSc1nnc(-c2ccco2)n1-c1ccccc1,0.5,3.9,-2.2,-0.8,-8.7,9.6,2.4,-9.3,0.8,-2.1
NC(=O)c1[nH]cnc1N=NN(CCO)Cc1ccccc1,-1.6,8.0,6.2,5.3,-1.6,4.3,6.2,4.9,-0.1,6.4
Cc1nc2scc(-c3cccs3)c2c(=O)[nH]1,-0.5,-0.3,0.1,1.7,2.3,1.2,-3.0,-5.5,-2.5,2.9
COC(=O)c1cn(-c2ccc3c(c2)[C@]2(CC(=O)N(C)C2c2ccccc2)C(=O)N3CC(C)C)nn1 (stereo not given in full),-1.5,/,-5.0,-0.9,-3.3,/,-4.0,6.7,1.7,1.1
COc1cccc(/C=C/C(=O)OCC(=O)N2CCCc3ccccc32)c1,-0.5,-0.5,10.9,3.9,-0.5,-15.1,1.1,10.2,-14.0,-2.4

# Random excerpt: three compounds from above.
SMILES,PRMT1 FP inh,TCR CD3 inh,TDP2 absorb,MBD2 DNA inh,LEDGF integ inh,HTRA1 inh,GC-B act,SIAE inh,rCAG RNA binder,mABHD4 FP
CCOC(=O)N1CCC(N2Cc3cccc(C(=O)N4CCN(c5cccc(C)c5C)CC4)c3C2=O)CC1,-1.9,5.1,-1.7,1.2,0.2,-11.9,2.8,2.4,-0.8,-5.6
CCCS(=O)(=O)N1CCC(C(=O)NCCCN(C)Cc2ccccc2)CC1,-4.3,1.1,-0.8,-1.7,-0.4,6.6,1.6,-3.3,-2.7,-2.0
c1ccc(NC2=NCCN2CCC2CCCCC2)cc1,-1.6,-2.6,-8.6,-2.3,1.4,-2.3,-6.5,-3.1,3.7,5.5

# Going on with the list:
SMILES,PRMT1 FP inh,TCR CD3 inh,TDP2 absorb,MBD2 DNA inh,LEDGF integ inh,HTRA1 inh,GC-B act,SIAE inh,rCAG RNA binder,mABHD4 FP
CC[C@]12c3[nH]c4ccc(OC)cc4c3CCN1C(=O)C(CC(=O)NC(C)(C)C)C[C@@H]2C(=O)N1CCN(C(=O)c2ccco2)CC1 (stereo not given in full),0.1,2.1,-7.0,4.4,2.1,3.9,6.0,0.3,3.4,1.0
Cc1ccc(NC(=O)C2CCCN(C(=O)NCc3ccccc3)C2)c(C)c1 (stereo not given),-1.1,-0.3,7.2,0.7,-1.4,5.7,-1.0,-5.2,-0.6,4.7
COCCN1Cc2cccc(C(=O)Nc3cccc(-c4nc5ccccc5[nH]4)c3)c2C1=O,-2.8,7.7,-4.5,2.4,1.7,-107.4,10.1,-76.8,0.9,-16.4
COc1cc(CN(C2CC2)S(=O)(=O)c2ccccc2Br)cc(OC)c1,2.1,2.4,2.9,-6.6,-7.5,-24.7,-1.5,-6.5,1.2,-11.5
C/C(=N\NC(=O)C1CCCN(S(=O)(=O)c2ccccc2)C1)c1ccccn1 (stereo not given),0.8,-0.6,-5.2,15.9*,-2.0,-9.9,1.5,0.7,4.1,-2.4
O=C(N/N=C/c1ccc(Br)cc1)c1ccc(NC(=O)c2ccccc2)cc1,-2.4,8.8,11.0,-4.0,1.7,2.1,-4.6,-2.5,1.4,0.1
Cc1cc(C2C(=O)CC(=O)CC2c2ccccc2)on1 (stereo not given),-1.8,4.3,2.5,-3.9,3.6,13.4,3.1,-0.4,17.4,11.2
COc1ccc(CCn2c(C)nc3c(c(=O)c4ccccc4n3C)c2=O)cc1,0.7,1.6,2.0,-3.2,0.5,-0.7,-7.2,-3.5,-0.7,2.6
COc1ccc(C(=O)NCc2cc3ccccc3n2C)cc1,8.0,-6.4,-1.0,-2.5,1.6,3.0,0.5,-1.0,-3.1,-4.6
O=S(=O)(c1ccccc1)N1CC=C(c2ccccc2)CC1,-0.5,0.6,-2.3,-3.6,-0.1,-11.6,4.7,-2.1,0.8,-3.8
C/C(Cn1nc([N+](=O)[O-])cc1C)=N\NC(=O)c1cccc(Br)c1,-1.9,4.2,-6.0,-1.8,3.8,-11.8,-7.3,13.0,0.9,-5.5
O=C(Cc1ccc(NC(=O)C2CCCN(C(=O)C3CCCC3)C2)cc1)Nc1cccc(C(=O)N2CCCCC2)c1 (stereo not given),0.5,-2.3,5.6,7.9,4.0,-3.4,6.4,-6.5,1.6,-1.9
CCOc1ccc(NC(=O)CSc2nc(=O)n(Cc3ccccn3)c3c2CCC3)cc1,0.8,-8.6,11.8,-5.5,-1.2,1.8,0.2,12.4,-7.5,-1.9
C/C(=N\N1C(=O)c2ccccc2NC1c1ccco1)c1ccccc1O (stereo not given),-1.1,-0.4,8.2,0.3,4.8,7.1,-5.3,12.4,-1.7,-3.2
CN1CCN(C2=CC(=O)OC23CCCCC3)CC1,2.2,-11.8,-2.3,3.5,0.1,5.8,3.9,-3.1,-3.5,-4.3
O=C1COc2ccccc2C(c2nnnn2-c2ccc3ccccc3c2)N1C1CC1 (stereo not given),-0.9,/,7.8,-3.1,1.8,/,-4.7,-2.2,2.9,0.5
O=C(N/N=C/c1cccnc1)C1CCCCC1,2.3,-5.3,-4.8,-3.2,-4.5,4.7,-3.2,3.0,-1.6,6.3
Cc1ccccc1CC1(CO)CCCN(C(=O)CCC(=O)c2ccccc2)C1 (stereo not given),0.1,-1.9,-2.0,-1.7,-1.0,-1.8,0.7,3.0,-6.8,-3.7
N=C1/C(=C\c2ccc(OC(=O)c3ccc(F)cc3)cc2)C(=O)N=C2SC(N3CCOCC3)=NN12,7.8,0.0,-5.4,-0.1,-3.2,3.0,-3.8,9.2,12.1,8.6
COc1cccc(C(C(=O)NC(C)(C)C)N(C(=O)CCC(=O)Nc2cc(C)on2)C(C)C)c1OC (stereo not given),1.0,3.6,14.9,-5.5,-1.7,-1.0,-6.8,-5.5,-8.3,10.8
CCN(CC(=O)NCc1cccs1)C(=O)c1ccc(S(=O)(=O)Nc2cccc(C)c2C)cc1,-1.4,2.8,-0.7,-7.1,7.7,-2.2,-1.4,5.9,0.4,0.3
COc1ccc(NC(=S)N2CCN(c3ncccn3)CC2)cc1,-1.8,3.1,-2.2,-1.4,-1.1,3.3,-6.9,3.2,-0.8,-4.0
CC(=O)Nc1ccc2c(c1)C(=O)N(C1CCCCC1)C2=O,3.1,-0.3,8.2,1.2,1.2,6.2,-7.8,-4.1,-3.5,2.5
COc1cccc(/C=N/NC(=O)c2cc3cc([N+](=O)[O-])ccc3s2)c1O,-1.0,9.9,-1.1,2.2,1.3,32.2,-5.6,0.8,15.1,24.8
O=C(NCc1ccccc1)NCC12CC3CC(CC(C3)C1)C2,-0.3,5.1,1.2,0.2,-0.2,0.0,0.4,-4.6,-1.2,-4.6
CC(=O)N1CCc2cc(S(=O)(=O)CCC(=O)N(C)Cc3ccco3)ccc21,2.5,6.2,16.1,-5.4,1.1,7.7,4.4,10.5,2.9,0.6
CN(C(=O)c1ccc(NC(=O)Cc2cccc(NC(=O)C3CCN(C(=O)CCc4ccccc4)CC3)c2)cc1)C1CC1,6.2,-5.0,-1.9,-0.6,-3.7,/,-2.9,-15.4,12.9,-13.5
CCc1nn(-c2ccccc2)c(=S)c2ccccc12,-2.2,3.7,-1.7,-7.8,5.2,-8.0,0.5,11.3,-1.7,-7.5
